Assay outcomes (PubChem BioAssay)
TRAIL sens C8: sensitizes caspase-8 expressing cells to TRAIL | 360,000 tested, 1% active | inhibition (viability loss, TRAIL sensitization), % at 10 µM | NB7+C8 cells + TRAIL, ATPlite viability luminescence;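 active = compounds causing at least 50% loss of cell viability in the single-dose screen, relative to plate controls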
NR5A2 inv ag: inverse agonists of human LRH-1 (NR5A2); 360,000 tested, 0.13% active; HEK293T StAR-luciferase reporter, LRH-1 transfected, 24 h; O00482; inhibition, % at 3.6 µM;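 active = inhibition above the mean inhibition of all tested compounds plus 3 SD, cut at about 73% in these data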;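 note: 0% = DMSO wells and 100% = reporter-only cells lacking LRH-1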
Target sequence (O00482 whole entry, looked up): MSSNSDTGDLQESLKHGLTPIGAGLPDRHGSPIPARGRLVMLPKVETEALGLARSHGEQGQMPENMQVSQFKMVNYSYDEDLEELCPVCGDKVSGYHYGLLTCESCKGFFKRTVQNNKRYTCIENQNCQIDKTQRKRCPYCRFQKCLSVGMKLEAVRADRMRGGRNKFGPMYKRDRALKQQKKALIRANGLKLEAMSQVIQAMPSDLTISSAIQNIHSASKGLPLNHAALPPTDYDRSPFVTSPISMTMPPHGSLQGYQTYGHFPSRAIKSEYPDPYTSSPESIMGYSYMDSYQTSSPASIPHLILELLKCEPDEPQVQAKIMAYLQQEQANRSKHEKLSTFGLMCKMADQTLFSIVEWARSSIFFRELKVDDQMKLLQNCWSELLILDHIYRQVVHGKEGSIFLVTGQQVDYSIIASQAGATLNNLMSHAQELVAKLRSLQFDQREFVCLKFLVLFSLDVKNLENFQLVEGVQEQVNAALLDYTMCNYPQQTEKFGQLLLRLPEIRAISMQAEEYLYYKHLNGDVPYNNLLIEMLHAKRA
CF NFkB inh: cystic fibrosis NF-kB activation inhibition; KKLEB NF-kB-GFP reporter, PAF-induced, GFP fluorescence overnight; inhibition, % at 5 µM; 360,000 tested, 0.86% active; AID 588850;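 active = at least 50% inhibition at 5 µM, scaled per plate between neutral and stimulator controls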;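 note: PAF is a Pseudomonas aeruginosa culture filtrate used as stimulus; plate controls were PAF-stimulated DMSO wells for no effect and unstimulated DMSO wells for full effect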
TWEAK-Fn14 inh: inhibitors of TWEAK-Fn14 interaction signaling | TWEAK-stimulated Fn14 reporter cells, luciferase luminescence, 8 h | inhibition, % at 10 µM | 360,000 tested, 2% active | AID 1159606; in the data active = inhibition above about 50%
COUP-TFII inh: NR2F2 (human) inhibition, primary screen; P24468; inhibition, % at 8.6 µM; 370,000 tested, 0.7% active; AID 686940; HEK293T NGFI-A luciferase reporter, luminescence;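 active = inhibition above a per-plate cutoff, mean inhibition of test wells between control levels plus 3 SD, cut at about 38% in these data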;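 note: cells cotransfected with COUP-TFII expression vector driving the NGFI-A reporter; 0% = median of COUP-TF2 test wells and 100% = reporter-only cells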
Target sequence (P24468 whole entry, looked up): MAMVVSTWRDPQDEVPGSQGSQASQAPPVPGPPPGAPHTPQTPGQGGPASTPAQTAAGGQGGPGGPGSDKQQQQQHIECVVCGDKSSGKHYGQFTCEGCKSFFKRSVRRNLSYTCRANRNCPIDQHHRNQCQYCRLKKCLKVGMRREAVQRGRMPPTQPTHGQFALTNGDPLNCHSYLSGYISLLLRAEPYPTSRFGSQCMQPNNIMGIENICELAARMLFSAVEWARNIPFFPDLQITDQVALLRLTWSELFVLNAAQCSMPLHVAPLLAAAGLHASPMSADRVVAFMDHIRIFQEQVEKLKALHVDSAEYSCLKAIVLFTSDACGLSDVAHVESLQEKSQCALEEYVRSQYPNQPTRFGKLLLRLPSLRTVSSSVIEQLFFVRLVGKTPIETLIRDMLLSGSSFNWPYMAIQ
NCOA1 inh: inhibits human SRC1 coactivator | inhibition, % at 3.6 µM | HEK293 GAL4-SRC1 luciferase reporter, luminescence | AID 588354 | Q15788 | 360,000 tested, 0.12% active;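 active = inhibition above the campaign mean plus 3 SD, with each screening campaign given its own cutoff, cut at about 60% in these data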;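 note: 0% = DMSO treated cells and 100% = gossypol at 36 µM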
TROY signal inh: TROY signaling inhibition; Q293 LMP1-TROYcd NF-kB luciferase reporter, 4 h; inhibition, % at 10 µM; 360,000 tested, 0.98% active; AID 1347056;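 active = compounds whose plate-normalised and pattern-corrected inhibition of the luciferase reporter signal at the single screening dose is 50% or more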
SRC3 inh: inhibits human SRC3 coactivator; Q9Y6Q9; HEK293 GAL4-SRC3 luciferase reporter, luminescence; inhibition, % at 3.6 µM; 360,000 tested, 0.17% active;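 active = inhibition above a per-campaign cutoff, the mean of all compounds plus 3 SD, cut at about 60% in these data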;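 note: 0% = DMSO-treated cells and 100% = gossypol-treated cells at 36 µM; higher means less SRC3-driven luciferase light from the GAL4 reporter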
SRC2 inh: inhibits human steroid receptor coactivator 2; Q15596; HEK293 GAL4-SRC2 luciferase reporter, luminescence; inhibition, % at 9 µM; 370,000 tested, 0.17% active; AID 651957;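 active = inhibition above the mean inhibition of all tested compounds plus 3 SD, set per campaign, cut at about 52% in these data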;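 note: 0% = DMSO treated cells and 100% = cells given Gossypol at 36 µM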
KKLEB cytotox: reduces viability of KKLEB cystic fibrosis airway cells; KKLEB CF airway cells viability, ATPlite luminescence, overnight; hits give low values; cells stimulated with P. aeruginosa culture filtrate; activity change (cytotoxicity), % at 5 µM; 360,000 tested, 0.36% active;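 active = corrected activity change at or below -50% at 5 µM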
LMP1 NFkB inh: inhibitors of Epstein-Barr LMP1-induced NF-kappaB reporter; 350,000 tested, 0.69% active; LMP1-induced NF-kappaB luciferase reporter cells, luminescence; inhibition, % at 12.5 µM; in the data active = inhibition above about 41%;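 note: 0% = neutral control wells and 100% = reference inhibitor control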
* = called active by the depositor; . = no result given.

Under each structure: KKLEB cytotox	COUP-TFII inh	LMP1 NFkB inh	TWEAK-Fn14 inh	CF NFkB inh	NR5A2 inv ag	SRC3 inh	TRAIL sens C8	SRC2 inh	TROY signal inh	NCOA1 inh
- CCOc1ccc(OCC)c(NC(=O)C2C3C=CC(O3)C2C(=O)NCc2ccco2)c1 (stereo not drawn)
  -15	-3	-10	0	1	-17	-13	8	-19	-6	-12
- CCOc1ccc(CC(=O)N/N=C/c2cccnc2)cc1
  5	-8	-6	19	-17	-15	20	10	5	-22	3
- Cc1ccc(S(=O)(=O)Cn2nnnc2CN(Cc2ccco2)CC2CCCO2)cc1 (stereo not drawn)
  -1	-4	0	-12	-4	6	-2	2	12	0	8
- O=C(Nc1ccc(-n2nncc2-c2ccco2)cc1)c1cc2ccccc2oc1=O
  -11	.	-5	24	-4	-3	-14	-4	.	-25	-11
- O=c1c(Cl)cc(Cl)nn1-c1ccccc1
  -14	-5	-11	37	2	-15	-3	-15	3	3	-28
- COc1ccccc1-c1noc(-c2ccccc2C(=O)NCC2CCCO2)n1 (stereo not drawn)
  -1	-16	-3	-19	-13	12	-4	2	-17	3	-9
- CCOc1cccc(-c2c(C(=O)N/N=C/c3ccc(C)s3)nnn2-c2nonc2N)c1
  0	-16	-9	-10	-15	-15	-14	-20	-1	-38	11
- Cc1ccc(CNC(=O)CCn2cc(-c3ccc(F)cc3)nc2-c2ccncc2)cc1
  4	-24	2	-13	-8	-1	-2	-4	13	-5	8
- C/C(=N\NC(=O)CC(C)C)c1c(C(F)(F)F)[nH]n(-c2nc3ccccc3s2)c1=O
  -3	-20	-8	23	-4	-26	-36	9	-4	-54	-55
- COc1ccc(C(=O)c2cc(OC)c(OC)c(OC)c2)cc1OC
  -11	-56	10	1	2	32	0	15	-9	14	-8
- COc1ccc2c(c1OC)c(=O)n1c3ccc(OC(C)C(=O)NCCN4CCOCC4)cc3c3ccnc2c31 (stereo not drawn)
  6	4	-2	-27	-119	22	22	40	-32	-32	1
- CCOC(=O)c1c(CN2CCN(CCO)CC2)n(C)c2cc(Br)c(OC)cc12
  -13	-2	-7	-16	-11	3	6	15	0	-1	6
- O=S(=O)(c1ccccc1)N1CCCN(S(=O)(=O)c2ccccc2)CC1
  4	10	-1	1	5	-14	-17	7	2	-2	-47
- O=C(NNC(=O)c1cccc(S(=O)(=O)N2CCc3ccccc32)c1)c1ccccc1
  10	41*	11	6	-25	16	23	8	-11	25	-15
- Cc1ccc(C)c(S(=O)(=O)N2CCCOC2CNC(=O)C(=O)NCCN2CCOCC2)c1 (stereo not drawn)
  8	-1	-1	-6	-15	0	8	-2	-11	-4	-12
- Cc1ccc(S(=O)(=O)n2nc(C)c(C#N)c2N)cc1
  4	-2	2	0	2	-1	8	13	0	0	-22
- COc1ccccc1NC(=O)c1cc[n+](C)cc1
  0	1	4	2	-9	-3	-3	-17	1	16	4
- Cc1ccc(-n2c(SCC(=O)Nc3cc(S(=O)(=O)N4CCOCC4)ccc3Cl)nc3ccccc3c2=O)cc1
  0	-1	-3	-15	11	-3	3	-5	0	-18	-14
- Cc1cc(CCCCCCCCc2cc(C)cc(=O)o2)oc(=O)c1
  19	9	12	-22	-10	21	-3	11	-17	2	2
- COc1ccc(NC(=S)N2CCC(NC(=O)c3cccc(F)c3)CC2)cc1
  -27	0	-5	-6	20	9	9	-4	-23	-12	-6
- CCOC(=O)c1cnc(-n2nc(C)cc2C)nc1NNc1cc(C)nc(-c2ccccc2)n1
  -30	14	74*	-28	14	-6	18	50	4	3	-19
- Nc1nnnn1/N=C/c1cccc(Oc2ccccc2)c1
  -4	2	-9	-1	-1	-7	-32	7	-27	-33	-14
- Nc1ccccc1C(=O)Nc1ccc(Cl)cc1Cl
  5	-17	-40	-31	-23	-72	-56	-4	-26	-69	-34
- Cc1ccc(C(=O)NC23CC4CC(CC(C4)C2)C3)c(Cl)c1
  7	-4	-19	-9	-12	-17	-19	0	0	-14	-9
- COc1ccc(CCN2C(=O)c3[nH]nc(-c4ccccc4O)c3C2c2cccc(O)c2)cc1OC (stereo not drawn)
  4	-3	3	24	10	17	-8	10	-23	1	4
- Fc1ccc(N2CCN(c3ncnc4c3nnn4Cc3ccccc3Cl)CC2)cc1
  -7	11	24	65*	9	-11	8	37	0	37	5
- COC(=O)c1ccc(Cn2cnc3ccccc3c2=O)cc1
  -11	-7	7	-6	0	-12	-7	2	-10	-27	-7
- COC(=O)c1ccc2nc(-c3cccc(Br)c3)c(Cc3ccccc3OC)n2c1
  .	-11	.	-23	.	-61	.	14	-18	-35	.
- CCn1cc(C(=O)NCCN(C)CCc2ccccc2)c(=O)c2cc(S(=O)(=O)N(C)C)ccc21
  4	-5	-8	-2	-4	-9	-6	-6	-9	7	-23
- O=C(CN1C(=O)COc2ccccc21)NCc1ccccn1
  -2	-24	-10	2	2	13	-17	5	-2	0	11
- O=C(CN1C2=NCCN2c2ccccc21)c1ccc(Br)s1
  -2	-9	1	5	9	8	19	-4	-13	7	4
- CC(=O)N1CCCc2ccccc21
  -1	-12	7	9	8	4	-24	-33	0	-4	-3
- C/C(CC(=O)Nc1cc(C)ccn1)=N\NC(=O)C(=O)NC(C)C
  17	8	-6	-22	-6	10	19	-22	-29	-5	-4
- O=C(O)c1ccccc1Nc1ccnc(C(F)(F)F)c1
  -7	-21	6	-7	7	7	9	-4	-12	-32	1
- COC(=O)c1sc2ncccc2c1OCc1ccc(Cl)cc1Cl
  6	5	20	-8	13	4	-9	-4	-6	-10	9
- Cc1nc(Cl)c2c(n1)NC1=C(O2)C(=O)CCC1
  -9	0	1	-2	-3	3	7	-4	3	6	-6
- C=Cn1cc(CNC[C@H]2O[C@@H](n3cnc4c(=O)[nH]c(N)nc43)[C@H](O)[C@@H]2O)c(C)n1
  -6	-5	.	13	-19	8	6	-3	-6	0	6
- O=C(O)c1cccc(Nc2nc(Nc3ccccc3)nc(N3CCCC3)n2)c1
  4	17	-1	3	-28	-7	0	8	-5	20	-15
- COc1cccc(Nc2ccc([N+](=O)[O-])c3nonc23)c1
  -6	15	6	-8	7	3	4	-1	16	10	-16
- COc1ccccc1-n1c(-c2ccccc2)c[nH]c1=S
  10	4	-14	-4	-10	-8	15	5	-3	9	-18
- O=C(CSc1nnc(Cc2ccccc2)n1-c1cccc(Cl)c1)NNC(=O)Cc1ccccc1
  -1	27	0	7	-3	7	11	1	10	11	4
- CCc1nc(N[C@H](C(=O)O)C(C)C)c2oc3ccccc3c2n1
  13	4	-3	-11	-6	8	9	2	16	11	3
- O=C(NCCO)c1nc(C(=O)c2ccccc2)c2ccccc2n1
  24	4	-5	1	-16	6	-10	-6	8	1	-11
- O=C(NC1CCN(C(=O)N2CCOCC2)CC1)c1ccccc1
  9	0	2	-11	-17	0	-4	-1	-33	-2	-5
- COC(=O)c1cc(NC(=O)CC2Oc3ccccc3NC2=O)cc(C(=O)OC)c1 (stereo not drawn)
  2	-15	-2	-21	6	12	-6	1	-3	-12	-39
- COc1ccc(Oc2ccc(N/C=C3\CCCC3=O)cc2)cc1
  12	1	-22	9	-14	5	11	4	4	-20	-15
- CCCCC(=O)NC1(C(F)(F)F)NC(=O)N(Cc2ccccc2)C1=O (stereo not drawn)
  -4	-4	-4	-3	6	-9	-14	23	6	5	1
- CCOc1ccc(NC(=O)CSc2nnc(-c3ccncc3)n2CC2CCCO2)cc1 (stereo not drawn)
  7	16	1	-7	-9	3	16	10	-13	7	-11
- Cc1ccc(OCC(=O)Nc2ccc(N3CCOCC3)cc2)c([N+](=O)[O-])n1
  -4	3	2	5	-4	17	3	-5	-22	9	-29
- O=C(Cc1ccc(Br)cc1)NC1CCCCC1
  8	2	-8	-13	3	-35	-29	10	-16	-28	-35
- COc1ccccc1C(=O)Nc1ccc(C(=O)O)cc1
  -5	3	0	-5	-1	15	7	2	-8	-11	4
- CCC(CC)C(=O)NCCCCc1ccccc1
  -2	4	4	-12	-4	-9	9	-4	-32	-18	7
- CCNc1nc(NCC)nc(SCCOC(=O)Nc2ccc(Cl)cc2Cl)n1
  -15	20	6	-25	22	-2	13	-7	-15	9	9
- O=C(CN1CCCCC1)N1N=C(c2cccs2)CC1c1cccs1 (stereo not drawn)
  1	-32	2	2	4	0	-1	6	0	9	4
- COC(=O)CNC(=O)Cn1ccc2ccccc2c1=O
  7	-11	-4	-1	-9	0	12	4	-8	-4	-5
- C#CCNC(=O)C1=C[C@@H](C2CC2)[C@H](CCCO)[C@@H](OCC)O1
  2	3	-3	-2	0	-10	-9	10	-32	4	-20
- CC(C)(C)NC(=O)C(c1ccc(O)cc1)N(C(=O)CCC(=O)Nc1nccs1)c1ccccc1F (stereo not drawn)
  3	0	7	-5	-11	-4	20	-16	-12	16	-11
- Cc1csc(NS(=O)(=O)c2cccc([N+](=O)[O-])c2)n1
  9	8	-5	22	-26	26	11	-8	-1	12	-3
- COC(=O)[C@@H]1C(c2ccccc2)(c2ccccc2)[C@@]1(C)C(=O)OC
  0	11	5	-7	-6	9	14	-12	-6	-7	-17
- N#C[C@]1(S(=O)(=O)c2ccccc2)C[C@@H]2ON=C(c3cccc(Br)c3)[C@@H]2C1
  -1	53*	4	28	10	10	10	6	26	10	-27

(further entries)
Under each structure: KKLEB cytotox	COUP-TFII inh	LMP1 NFkB inh	TWEAK-Fn14 inh	CF NFkB inh	NR5A2 inv ag	SRC3 inh	TRAIL sens C8	SRC2 inh	TROY signal inh	NCOA1 inh
- CCOC(=O)c1sc2nc(OCCN3CCOCC3)cc(C)c2c1N
  .	-10	.	-23	.	18	.	-6	-7	-22	.
- CCC(C)(C)c1ccc(OC(=O)c2cccnc2Cl)cc1
  -4	-25	-7	-16	5	21	-28	7	-31	-37	-9
- O=C(COC(=O)[C@@H]1CC(O)CN1S(=O)(=O)c1ccc([N+](=O)[O-])cc1)NC12CC3CC(CC(C3)C1)C2 (stereo partly drawn)
  5	0	3	4	1	-19	-3	-1	5	-22	-1
- CCOCCCNC(=O)C(NC(=O)CNC(=O)c1ccccc1)c1ccc(C)cc1 (stereo not drawn)
  5	-2	-5	9	-11	11	8	0	8	-1	5
- COC(=O)CSc1nc2cc(OC)ccc2n1C
  4	10	-3	-9	-16	6	-1	9	-3	9	0
- COc1ccc([C@@H]2CC(=O)c3c(O)cc(O[C@@H]4OC(CO[C@@H]5OC(C)[C@H](O)[C@@H](O)[C@H]5O)[C@@H](O)[C@H](O)[C@H]4O)cc3O2)cc1O (stereo partly drawn)
  -11	10	1	-1	16	-14	1	8	-47	-13	-2
- O=C(Nc1ccccc1)Nc1cccc(NC(=O)Nc2ccccc2)c1F
  6	-34	-20	-7	-6	-19	-68	-10	-42	-66	-19
